Scp-1 inhibitor – inhibitors of human Scp-1 phosphatase; Recombinant Scp1, phosphopeptide, malachite green phosphate absorbance; inhibition, % at 20 µM; hit rate 0.88% among 340,000; AID 493091;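 active = inhibition above about 50% at 20 µM, limit read from the data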;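 also: plate controls were DMSO wells with enzyme for no effect and wells lacking enzyme for full effect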
Target sequence (Q9GZU7 76-261 limits assumed): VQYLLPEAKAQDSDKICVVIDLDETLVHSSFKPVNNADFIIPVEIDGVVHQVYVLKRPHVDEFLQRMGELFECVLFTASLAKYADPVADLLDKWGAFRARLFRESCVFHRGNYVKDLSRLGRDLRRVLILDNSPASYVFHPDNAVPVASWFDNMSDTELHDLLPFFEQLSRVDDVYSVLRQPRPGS
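System: truncated SCP-1 phosphatase (76-261aa); medium: Tris acetate buffer pH 5.5 with MgCl2 and Tween-20; incubation: 45 min room-temperature reaction, 5 min colour, 30 min stabiliser; compound: single 20 µM dose, 1% DMSO; reagent: Phosphorylated 17-residue peptide substrate; read-out: % inhibition at 20 µM; technique: colorimetric free-phosphate detection, absorbance 630 nm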
NadD block – blocks S. aureus nicotinate mononucleotide adenylyltransferase. purified NadD enzyme, colorimetric absorbance read-out. inhibition, % at 20 µM. hit rate 0.78% among 360,000. AID 602399; in the data active = inhibition above about 26%; also: some compounds past the cut are filed as inactive
STEP inh – blocks human striatal-enriched tyrosine phosphatase | P54829 | recombinant STEP, OMFP fluorogenic substrate, fluorescence | inhibition, % at 20 µM | hit rate 0.25% among 360,000 | AID 588621;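 active = inhibition at 20 µM, scaled per plate between control wells, above about 37%, limit read from the data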;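 also: 0% = DMSO with enzyme and substrate and 100% = substrate only without enzyme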
Target sequence (P54829 whole entry, looked up): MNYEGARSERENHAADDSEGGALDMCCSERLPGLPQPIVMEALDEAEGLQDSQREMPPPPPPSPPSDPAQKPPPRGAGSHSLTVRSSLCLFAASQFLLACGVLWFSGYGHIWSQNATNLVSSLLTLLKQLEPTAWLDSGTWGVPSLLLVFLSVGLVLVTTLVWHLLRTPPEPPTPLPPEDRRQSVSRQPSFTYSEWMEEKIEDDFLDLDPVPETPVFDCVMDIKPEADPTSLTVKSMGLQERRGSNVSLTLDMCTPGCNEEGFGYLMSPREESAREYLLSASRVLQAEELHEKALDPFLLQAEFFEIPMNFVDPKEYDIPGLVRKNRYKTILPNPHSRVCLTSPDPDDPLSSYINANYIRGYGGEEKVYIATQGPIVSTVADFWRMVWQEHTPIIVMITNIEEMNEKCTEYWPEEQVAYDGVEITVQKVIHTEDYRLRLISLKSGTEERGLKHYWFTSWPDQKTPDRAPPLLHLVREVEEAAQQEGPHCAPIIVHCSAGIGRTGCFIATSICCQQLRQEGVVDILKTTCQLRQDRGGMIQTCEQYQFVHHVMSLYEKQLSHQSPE
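Measure: Control-normalized % inhibition with plate pattern correction | Test system: STEP phosphatase, cell-free reaction | Medium: pH 6.0 Bis-Tris with DTT and Tween 20 | Technique: Fluorescence, 480/540 nm | Times: Reaction 20 min, ambient temperature | Doses: Single compound dose of 20 µM, 1% DMSO final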
NRP1-CendR mod – alters CendR peptide binding to human NRP-1. O14786. FAM-RPARPAR peptide binding to NRP-1, fluorescence polarization. inhibition, % at 25 µM. hit rate 0.85% among 360,000;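 active = inhibition or corrected inhibition above about 18%, plus a signal ratio from 0.5 to 1.5, limit read from the data, passing the limit was not always enough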; also: strong numbers were not always called active
SKN-1 block – inhibitors of C. elegans SKN-1 | C. elegans VP596 Pgst-4::GFP/RFP ratio, acrylamide-induced, 24 h | inhibition, % at 21.8 µM | hit rate 0.49% among 360,000 | AID 624304;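 active = interference check ratio from 0.5 to 1.5 plus GFP to RFP signal ratio inhibition reaching or exceeding a fixed threshold, cut at about 30% in these data, passing the limit was not always enough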; also: some compounds called inactive have numbers as strong as hits
Neddylation inh – cullin neddylation inhibition | P61081+Q13564 | TR-FRET cullin neddylation, biochemical | calls only at 25 µM | hit rate 0.58% among 360,000 | AID 651699; in the data active = inhibition above about 36%
SUMO1 PPI mod – modulators of human SUMO1-mediated protein-protein interactions; P63165; SUMO1 binding to a labelled peptide, TR-FRET, 1 h; inhibition, % at 20 µM; hit rate 0.33% among 360,000; AID 602429; in the data active = inhibition above about 37%
Target sequence (P63165 whole entry, looked up): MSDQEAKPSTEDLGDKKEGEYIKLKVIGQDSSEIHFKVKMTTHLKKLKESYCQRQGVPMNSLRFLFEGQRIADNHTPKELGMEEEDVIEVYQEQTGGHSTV
LMPTP block – LMPTP (human) inhibition. AID 651560. hit rate 0.22% among 360,000. inhibition, % at 20 µM. P24666. recombinant LMPTP-A, OMFP fluorogenic substrate, fluorescence intensity;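 active = compounds that cut the enzyme signal by at least half of the control window in the single-dose screen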;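 also: plate controls were DMSO wells with enzyme plus substrate for no effect and substrate without enzyme for full effect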
Target sequence (P24666 whole entry, looked up): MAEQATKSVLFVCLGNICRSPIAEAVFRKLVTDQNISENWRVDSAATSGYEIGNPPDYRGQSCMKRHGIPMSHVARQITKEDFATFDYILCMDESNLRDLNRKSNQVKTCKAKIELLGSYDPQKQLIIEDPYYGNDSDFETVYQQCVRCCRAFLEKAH
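Test system – LMPTP-A phosphatase enzyme · Quantity – 0.625 nM LMPTP-A final · Reagent – OMFP substrate, 400 µM final · Dosing – one test concentration per compound, 20 µM, with 3% DMSO overall · Timing – 50 min enzyme reaction at room temperature, protected from light · Detection – fluorescence intensity · Controls – substrate-only low control, DMSO enzyme-plus-substrate high control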
Tb MetRS inh – blocks T. brucei methionyl-tRNA synthetase activity. hit rate 0.4% among 360,000. inhibition, % at 11.9 µM. purified T. brucei MetRS, ATP depletion, Kinase-Glo luminescence;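 active = inhibition above a per-plate cutoff of the control wells' mean inhibition plus 3 SD, cut at about 5.5% in these data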;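 also: 0% = DMSO wells median and 100% = median of wells with control inhibitor compound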
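technique = Kinase-Glo luminescence, ATP depletion format | system = purified MetRS (methionyl-tRNA synthetase) enzyme from Trypanosoma brucei | timing = 15 min preincubation, 2 h reaction, all 25 °C | evaluation = percent inhibition versus plate control medians | dosing = single dose, 11.9 µM final nominal, 0.9% final DMSO | also added = substrates ATP, L-methionine and bulk Escherichia coli tRNA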
DNMT1 block – blocks human DNA methyltransferase DNMT1 | inhibition (reported as % activation of signal), % at 10 µM | AID 588458 | P26358 | hit rate 0.83% among 360,000 | DNMT1 molecular beacon, Hinp1I cleavage, fluorescence; in the data active = inhibition above about 50%
Active calls of the source: *; i = inactive; . = not tested or not shown.

Molecule | Scp-1 inhibitor | NadD block | STEP inh | NRP1-CendR mod | SKN-1 block | Neddylation inh | SUMO1 PPI mod | LMPTP block | Tb MetRS inh | DNMT1 block
CN1CCN(C(=O)NC2CCCN2S(=O)(=O)c2ccc(Cl)cc2)CC1 (centres undefined) | 0 | -6 | 0 | 8 | -13 | i | 0 | -2.5 | -1.2 | 3
O=c1c2ccccc2nc2sc3ccccc3n12 | -9 | -8 | -2 | 3 | 14 | i | 8 | -0.2 | -1.6 | 13
O=C(CNC(=O)c1cccs1)NCC(=O)OCc1c(Cl)cccc1Cl | -6 | -2 | 2 | -6 | 7 | i | 0 | 0.1 | -0.3 | 2
CC(Oc1ccccc1)C(=O)NNC(=O)c1ccccn1 (centres undefined) | -4 | -4 | -1 | 4 | -2 | i | 1 | -1.4 | 0.1 | 3
COc1ccccc1N1CCN(Cc2cc(=O)oc3cc(C)cc(C)c23)CC1 | . | -2 | 0 | 9 | 11 | i | -4 | 0.6 | -0.7 | 5
COc1cc(C(=O)NCc2ccc(S(N)(=O)=O)cc2)ccc1OCC(=O)Nc1cccc(C(F)(F)F)c1 | -9 | 0 | 3 | -10 | 7 | i | 3 | 0.5 | -0.1 | 12
CC(CN(C)Cc1ccccc1)OC(=O)c1cccs1 (centres undefined) | -1 | 1 | -2 | 18 | -2 | i | 1 | -2.4 | 0.3 | -5
N=c1c(S(=O)(=O)c2ccc(Cl)cc2)cc2c(=O)n3ccccc3nc2n1Cc1ccco1 | 52* | 43* | 5 | -31 | -4 | . | -4 | 5.2 | 0.3 | 21
Cc1ccccc1C(=O)/C=C1\NC(=O)CS1 | -2 | -3 | 1 | -11 | 2 | i | 2 | -1.7 | -0.3 | 2
CC(=O)N(c1ccccc1)C1CC(C)N(C(=O)c2ccccc2)c2ccccc21 (centres undefined) | -12 | -6 | 4 | -1 | 8 | i | -4 | 1.3 | 0.6 | -1
CCOC(=O)Cc1csc(NC(=O)c2ccc3ccccc3n2)n1 | -8 | -6 | 0 | -12 | -3 | i | -16 | 0.0 | 0.0 | 1
c1cc(N2CCOCC2)ccc1-c1ccc2nncn2c1 | . | 3 | 2 | -14 | 9 | i | -38 | -1.1 | -0.3 | 8
Cc1ccc(C)c(N2CCN(C(=O)CN(C)S(=O)(=O)c3ccc4c(c3)CCC(=O)N4)CC2)c1 | -13 | -2 | 3 | -8 | -1 | i | 2 | 0.1 | -0.1 | -2
Cc1c(C(=O)NC2CC2)oc2ccc(S(=O)(=O)N3CCCCCC3)cc12 | -11 | 4 | 0 | 3 | 1 | i | 3 | -0.6 | -0.2 | 1
Cc1nc2sccn2c(=O)c1S(=O)(=O)Nc1ccc(N2CCOCC2)cc1 | . | -3 | 1 | -2 | 28 | i | 2 | -0.8 | 0.0 | 1
CC(C)(C)C(=O)Nc1sc2c(c1C#N)CCCCC2 | -4 | -2 | -4 | 13 | 10 | i | 4 | 1.0 | -0.7 | -4
CC1(C)C(=O)Nc2ccccc2N1C(=O)COc1cccnc1[N+](=O)[O-] | 16 | -7 | 2 | -2 | 5 | i | -9 | -0.8 | 1.8 | 58*
N#CCCn1ncc2ccccc21 | -8 | -4 | -2 | 16 | -8 | i | 1 | -1.8 | 0.3 | 1
FC(F)Sc1ccc(-n2cc(-c3ccc(Cl)cc3)[n+]3c2CCC3)cc1 | 1 | 3 | 2 | -2 | 0 | i | 4 | 0.0 | -0.5 | 1
Cc1cnc(CNC(=O)CC2C(=O)NCCN2Cc2cccc(F)c2F)cn1 (centres undefined) | -3 | 7 | -1 | 14 | 22 | i | -6 | -0.9 | -0.1 | -2
O=C1COc2ccc(C(=O)COC(=O)c3ncc(Cl)c(Cl)c3Cl)cc2N1 | 1 | 1 | 1 | 1 | -12 | i | 12 | 0.2 | -0.6 | 0
COC(=O)C1(C)NC(c2ccccc2C)C2C(=O)N(c3ccc(F)cc3)C(=O)C21 (centres undefined) | 10 | -7 | -2 | 7 | -18 | i | -3 | -1.5 | 0.0 | 0
C[C@@H]1Cn2cnc(C(=O)N[C@@H](Cc3c[nH]c4ccccc34)C(=O)OC(C)(C)C)c2C(=O)N1 | . | 17 | 3 | -5 | 3 | i | 1 | -2.6 | 0.0 | 6
CC(C)CC(=O)n1sc(NC(=O)c2ccccc2)nc1=O | -5 | 3 | -1 | -7 | 12 | i | -1 | -0.7 | -0.1 | -1
CC(CO)(CO)NC(=O)c1ccc(=O)[nH]n1 | -4 | -4 | -2 | -1 | 4 | i | 3 | -0.7 | -0.1 | 1

Looked up by structure from above (2):
Molecule | Scp-1 inhibitor | NadD block | STEP inh | NRP1-CendR mod | SKN-1 block | Neddylation inh | SUMO1 PPI mod | LMPTP block | Tb MetRS inh | DNMT1 block
FC(F)Sc1ccc(-n2cc(-c3ccc(Cl)cc3)[n+]3c2CCC3)cc1 | 1 | 3 | 2 | -2 | 0 | i | 4 | 0.0 | -0.5 | 1
Cc1c(C(=O)NC2CC2)oc2ccc(S(=O)(=O)N3CCCCCC3)cc12 | -11 | 4 | 0 | 3 | 1 | i | 3 | -0.6 | -0.2 | 1

(continued)
Molecule | Scp-1 inhibitor | NadD block | STEP inh | NRP1-CendR mod | SKN-1 block | Neddylation inh | SUMO1 PPI mod | LMPTP block | Tb MetRS inh | DNMT1 block
Fc1ccc(CSc2ccc(-c3ccc4c(c3)OCO4)nn2)cc1 | -2 | 12 | -2 | -10 | -1 | i | -3 | -0.7 | 0.5 | -3
CC(=O)NCCCC(=O)NNC1CC(=O)N(c2cccc(Cl)c2)C1=O (centres undefined) | 3 | -3 | -2 | 2 | 6 | i | -3 | 1.3 | -0.4 | -4
O=C(Nc1ccc2c(c1)OCCO2)N1CCN(Cc2ccccc2)CC1 | -3 | 0 | 0 | 5 | 14 | i | 2 | -0.9 | -0.4 | 0
COc1ccc(C(=O)NNC(=O)CSc2nc(C(C)C)nc3ccccc23)cc1 | -6 | 1 | -2 | 6 | 2 | i | 0 | -1.1 | 0.0 | -3
CN(C(=O)CSc1nnc(C2CC2)n1C1CC1)C1(C#N)CCCCC1 | -4 | -3 | -3 | 17 | -11 | i | -2 | 0.4 | -0.5 | 2
O=C(Nc1ccc(-n2ccnc2P(=O)(O)c2ccccc2)cc1)c1ccccc1Cl | -2 | 10 | 2 | -6 | -9 | i | -1 | -1.9 | 1.8 | 2
CCN1C[C@@H]2[C@@H]3C(=O)N(C)C(=O)[C@@H]3[C@](Cc3ccccc3)(C1=O)N2C(=O)c1ccc(C(C)(C)C)cc1 | -2 | 1 | -1 | -8 | -12 | i | -1 | -0.9 | 0.1 | 3
COC(=O)C(O)(CC(=O)Nc1ccc(Cl)cc1Cl)C(F)(F)F (centres undefined) | -5 | -6 | 1 | -6 | -8 | i | -2 | -2.3 | -0.4 | 0
CC(C)N(C(=O)COC(=O)Cn1cnc2ccccc21)c1ccccc1 | -7 | -2 | -3 | 0 | 16 | i | 0 | -0.2 | -0.3 | 0
O=C1c2cccnc2C(=O)N1Cc1ccccc1 | 38 | 0 | 1 | -1 | -2 | i | -14 | 0.7 | -0.1 | -1
COC(=O)C1=NNC2C(=O)N(C3CCCCC3)C(=O)C12 (centres undefined) | -5 | 1 | -4 | -4 | 12 | i | -2 | -1.9 | -0.3 | 0
CCOC(=O)C1CCCN(C(=O)c2cccc(N3C(=O)c4ccccc4C3=O)c2)C1 (centres undefined) | -4 | -1 | 2 | 8 | 12 | i | -13 | -1.5 | -0.4 | 1
CCCCn1nnnc1C(c1ccccc1)N1CCc2ccccc2C1 (centres undefined) | . | -3 | . | -19 | 4 | i | 0 | 0.4 | -0.2 | .
O=C(NCc1ccc(Cl)cc1)c1csc(-c2cccnc2)n1 | -2 | -2 | 3 | 5 | -5 | i | 2 | -0.2 | 0.2 | 0
Cc1nc2scc(C)n2c(=O)c1S(=O)(=O)N1CCN(c2ccccc2F)CC1 | -9 | -2 | -1 | 14 | -11 | i | 3 | 0.6 | -0.1 | 2
COc1cc2nc(C3CC3)n(NC(=O)c3ccc(Cl)cc3)c(=O)c2cc1OC | -2 | 2 | 1 | 1 | 37* | i | 1 | -0.7 | 0.2 | 2
CSc1ccccc1NC(=O)CN(C1CCCCC1)S(C)(=O)=O | -6 | 3 | -1 | 1 | 4 | i | 3 | -0.8 | -0.9 | -3
C/C(NCCN1CCOCC1)=C(\C#N)C(N)=O | 6 | 0 | -4 | 15 | -3 | i | -5 | -1.7 | -0.9 | -3
CC(C)CC(=O)NC(=S)Nc1ccc(N2CCOCC2)cc1 | -4 | 4 | 1 | 1 | 4 | i | 1 | -1.1 | -1.0 | 0
Cc1nn(C2CCCCC2)c(N)c1-c1ccccc1 | 8 | 3 | 1 | 6 | 4 | i | -2 | -0.9 | 0.1 | -1
CSc1ccc(-c2nc(CN3CCCCC3c3cccnc3)c(C)o2)cc1 (centres undefined) | -13 | -1 | 3 | -14 | 4 | i | -1 | 1.3 | -0.1 | -7
CCCCOc1ccc(-c2nnc(-c3cc[n+](C)cc3)o2)cc1 | -1 | 9 | -1 | -5 | 3 | i | 16 | -0.9 | -0.3 | 2
CN(C)CCNC(=O)c1csc(Nc2cccc3ccccc23)n1 | -6 | -3 | 0 | -6 | 6 | i | -16 | -1.6 | 0.5 | -4
Cc1nc2c(OCCC3CCCCC3)cccn2c1N(C)C(=O)CCC1CCCC1 | . | 19 | 7 | 26* | 1 | i | 0 | 13 | 0.0 | -6
CCCCNC(=O)NC12CC3CC(CC(C3)C1)C2 | 1 | 0 | -1 | -2 | 4 | i | 3 | -0.9 | -0.3 | 0
COc1ccccc1NS(=O)(=O)c1cccs1 | -5 | 0 | -2 | 2 | 5 | i | -5 | -1.1 | 0.3 | 2
CCCC(=O)N(Cc1cc(=O)[nH]c2ccccc12)c1ccc(C)cc1C | -1 | 5 | 1 | 10 | -19 | i | -3 | 0.6 | 0.0 | -1
O=[N+]([O-])c1ccc(COc2cccc(CN3CCCCC3)c2)cc1 | -4 | 6 | -2 | 2 | 13 | i | -27 | -1.2 | 0.2 | 4
O=C1C2CC=CCC2C(=O)N1Cc1nnc(-c2ccc(Cl)cc2)o1 (centres undefined) | -1 | -7 | -4 | -6 | 12 | i | 4 | -0.4 | -0.1 | 6
COc1ccc(C(=O)N2CCN(c3ccc(C(C)=O)cc3)CC2)cc1S(=O)(=O)N1CCCC1 | -5 | -2 | -1 | 0 | 8 | i | -2 | -1.0 | -0.2 | 3
